Compound activity deposited in PubChem BioAssay by National Center for Advancing Translational Sciences (NCATS).
Vif-A3G inh: inhibitors of Vif-APOBEC3G interaction | HeLa A3G-eYFP + Vif (tagged APOBEC3G with the HIV-1 protein that degrades it), YFP fluorescence, overnight | Potency, µM (doses to about 46.1 µM), without a hit: at the top dose activity, negative = active, hits mostly inhibitors | 0.076% of 410,000 active | AID 602310;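 note: potency is the fitted concentration of half-maximal effect; % is set by controls: 0 for no effect and ±100 for the full control effect; nearly all actives have a fitted effect of over 60% in size; hits raise eYFP signal because A3G escapes Vif-driven loss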
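HeLa cells stably expressing Vif and C-terminally eYFP-tagged A3G, seeded overnight at 37 deg C, then exposed to compound by pintool overnight at 37 deg C. Rise in yellow fluorescence (Ex 488/Em 500-530, Acumen) marks blocked Vif-driven A3G degradation.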
USP1 inh: USP1/UAF1 (human) deubiquitinase inhibition; O94782; recombinant USP1/UAF1, Ub-Rhodamine cleavage fluorescence; Potency, µM (doses to about 57.1 µM), for the others: top-dose activity change, negative = inhibition, actives largely listed as inhibitors; 0.23% of 390,000 active; note: potency is the fitted concentration of half-maximal effect; % is set by controls: 0 for no effect and ±100 for the full control effect; nearly all actives have a fitted effect of over 60% in size; inactives centre near -12
Target sequence (O94782 whole entry, looked up): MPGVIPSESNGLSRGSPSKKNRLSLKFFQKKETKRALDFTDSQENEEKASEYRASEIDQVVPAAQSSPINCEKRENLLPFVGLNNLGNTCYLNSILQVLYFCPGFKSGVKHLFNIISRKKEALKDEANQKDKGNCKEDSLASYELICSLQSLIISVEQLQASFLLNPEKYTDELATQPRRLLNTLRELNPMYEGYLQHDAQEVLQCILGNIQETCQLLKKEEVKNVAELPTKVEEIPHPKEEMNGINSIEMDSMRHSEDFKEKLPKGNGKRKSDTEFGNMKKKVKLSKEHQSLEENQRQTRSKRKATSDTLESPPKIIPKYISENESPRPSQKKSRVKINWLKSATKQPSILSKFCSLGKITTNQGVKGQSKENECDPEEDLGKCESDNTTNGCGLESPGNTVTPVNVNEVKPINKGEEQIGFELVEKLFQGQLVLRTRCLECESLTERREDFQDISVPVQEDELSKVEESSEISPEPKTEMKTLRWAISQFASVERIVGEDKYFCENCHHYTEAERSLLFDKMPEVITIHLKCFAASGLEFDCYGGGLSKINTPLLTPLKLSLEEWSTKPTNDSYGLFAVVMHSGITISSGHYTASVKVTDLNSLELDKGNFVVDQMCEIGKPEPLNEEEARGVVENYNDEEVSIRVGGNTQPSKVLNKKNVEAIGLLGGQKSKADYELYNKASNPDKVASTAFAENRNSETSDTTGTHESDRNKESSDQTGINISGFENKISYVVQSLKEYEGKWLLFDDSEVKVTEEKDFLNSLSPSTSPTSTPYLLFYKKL
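USP1/UAF1 complex (1 nM) preincubated 15 min at room temperature with compound, then Ub-Rho substrate (150 nM final) added. Kinetic fluorescence at 480/540 nm over 6 reads at 60 s intervals; 50 mM HEPES pH 7.8, 0.5 mM EDTA, 0.1 mg/ml BSA, 1 mM TCEP, 0.01% Tween-20.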
Vif-A3F inh: Vif-A3F binding inhibition. Potency, µM (doses to about 46.1 µM), without a hit: at the top dose activity, negative = active. 0.2% of 390,000 active. HeLa A3F-eYFP + Vif (tagged APOBEC3F with the HIV-1 protein that degrades it), YFP fluorescence increase; note: potency is the fitted concentration of half-maximal effect; % of control where 0% means no effect; nearly all actives have a fitted effect of over 65% in size
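Fluorescence increase (Ex 488/Em 500-530) after overnight compound treatment at 37 deg C flags inhibition of Vif-driven A3F-eYFP loss in stable HeLa A3F-eYFP/Vif cells seeded overnight beforehand.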
TrxR1 inh: rat TrxR1 inhibition; 1% of 390,000 active; O89049; recombinant rTrxR1, NADPH fluorescence consumption, selenite substrate; Potency, µM (doses to about 114 µM), inactives show at the top dose activity change, negative = inhibition, usual class: inhibitors; note: potency is the fitted concentration of half-maximal effect; % is set by controls: 0 for no effect and ±100 for the full control effect; nearly all actives have a fitted effect of over 65% in size
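Rat TrxR1 (90 nM in the dispensed reagent) was pre-reduced with 400 uM NADPH for 5 min at room temperature, then incubated with compound for 15 min. After 400 uM selenite was added, NADPH fluorescence (Ex 340/Em 450 nm) was followed for 8 min.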
IDH1 R132H inh: blocks human mutant IDH1 R132H enzyme | IDH1-R132H enzyme, NADPH consumption, diaphorase/resazurin fluorescence | Potency, µM (titrated, usually from 76.6 µM), for the others: at the highest dose activity change, negative = inhibition, actives largely listed as inhibitors | 0.093% of 390,000 active | AID 602179; note: potency is the fitted concentration of half-maximal effect; % is set by controls: 0 for no effect and ±100 for the full control effect; nearly all actives have a fitted effect of over 65% in size
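IDH1-R132H (0.5 ug/mL dispensed) in pH 7.5 Tris buffer was preincubated 30 min with compound, then given a substrate mix of 0.016 mM NADPH and 2 mM alpha-KG for 80 min at room temperature; remaining NADPH was read by diaphorase/resazurin fluorescence.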
RGS4 inh: blocks human RGS4-accelerated GTP hydrolysis; P49798; Transcreener GDP fluorescence polarization, RGS4-accelerated GTP hydrolysis; Potency, µM (highest dose often 114 µM), for the others: at the highest dose activity change, negative = inhibition, usual class: inhibitors; 0.039% of 390,000 active; note: potency is the fitted concentration of half-maximal effect; % is set by controls: 0 for no effect and ±100 for the full control effect; nearly all actives have a fitted effect of over 75% in size; some results filed as inactive show a strong effect at the top dose
Target sequence (P49798 whole entry, looked up): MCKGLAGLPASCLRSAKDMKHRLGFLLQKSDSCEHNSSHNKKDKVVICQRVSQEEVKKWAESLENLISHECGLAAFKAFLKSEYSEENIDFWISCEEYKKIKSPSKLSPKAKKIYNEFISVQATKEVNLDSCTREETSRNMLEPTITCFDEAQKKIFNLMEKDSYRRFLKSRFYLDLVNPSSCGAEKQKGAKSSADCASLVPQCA
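MLSMR compounds (23 nl, pin-transferred) preincubated 10 min at room temperature with a 500nM (2x) first reagent, then RGS4 at 900nM (2x) plus Transcreener GDP mix added; fluorescence polarization (620/688 nm) read before and after 90 min at 30 °C.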
GRP78 ERSR act: inducers of ER stress response in human glioma cells; U87-MG GRP78 promoter luciferase reporter, 16 h; Potency, µM, inactives show at the highest dose activation, actives largely listed as activators; 0.02% of 420,000 active; AID 602332; note: potency is the fitted concentration of half-maximal effect; series mostly up to about 76 µM; % of control where 0% means no effect; nearly all actives have a fitted effect of over 35% in size
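Stably transfected U87-MG human glioma cells carrying a GRP78-based luminescent sensor were seeded at 1000 cells/well, pin-dosed with compounds and incubated 16 h. Luciferase reagent was then added, and end-point luminescence was read after 10 min at room temperature.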
TrxR1 substrate: is turned over as a substrate by rat TrxR1 | O89049 | 0.01% of 390,000 active | purified TrxR1 substrate turnover, NADPH consumption readout | Potency, µM (series often up to 114 µM), without a hit: at the top dose activity change, negative = substrate turnover; note: potency is the fitted concentration of half-maximal effect; % is set by controls: 0 for no effect and ±100 for the full control effect; nearly all actives have a fitted effect of over 50% in size
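Rat TrxR1, dispensed at 90 nM, was prereduced with 400 uM NADPH (final) for 5 min at ~22 deg C, then incubated with compound 15 min before 400 uM selenite. A first-read NADPH fluorescence drop versus no-compound background flagged substrates.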
LDHA block: blocks human lactate dehydrogenase A; P00338; purified LDHA, NADH/diaphorase-resazurin fluorescence; stronger effect = lower value; activity change, % (values are at about 110 or 230 µM); 0.15% of 480,000 active; AID 1347041; in the data active = activity change below about -30%; inconclusive = mostly about -25% to -30%;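 note: plate controls were DMSO wells for no effect and wells without enzyme for full effect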
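Human LDH5 (2 nM) was incubated with 0.06 mM NADH and 0.2 mM pyruvate for 5 min at room temperature in Tris pH 7.4. Remaining NADH was coupled through diaphorase/resazurin, and resorufin fluorescence was read at 0 and 20 min.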
* = called active by the depositor; ? = inconclusive; [ ] = another dose, or the depositor's remark. Unless noted, calls come from the whole dose curve; as a rule, active = well fitted curve in the direction sought with a large enough effect; inconclusive = small, poorly fitted or top-dose-only effect, or another doubt; inactive = no such curve, though single readings can be large; an effect the other way counts as inactive or inconclusive. An excerpt, so the mix of outcomes need not match the whole.

SMILES	Vif-A3G inh	USP1 inh	Vif-A3F inh	TrxR1 inh	IDH1 R132H inh	RGS4 inh	GRP78 ERSR act	TrxR1 substrate	LDHA block
NS(=O)(=O)c1ccc(NC(=O)COC(=O)/C(=C/c2cccs2)c2cccs2)cc1	-3%	-24%	-9%	4%	17%	-12%[56.9 µM]	-2%	-2%	-2
COc1ccc(NC(=O)CN2CCCN(Cc3ccc(Cl)cc3)S2(=O)=O)cc1Cl	5%	-7%	-1%	20%	13%	7%	-1%	-3%	-3
Cc1ccc(NC(=O)COC(=O)CC2CC3CCC2C3)cc1S(=O)(=O)N1CCOCC1 (stereo not given)	-2%	?	7%	19%[57.1 µM]	-6%	-5%	-3%	-13%	-6
CN(C)S(=O)(=O)N1CCN(C(=O)c2cccc(Br)c2)CC1	1%	-14%	-2%	-2%	3%	-14%	-3%	-1%[57.1 µM]	-11
CC(C)c1nccn1S(=O)(=O)c1cc([N+](=O)[O-])ccc1Cl	-1%	-13%	-12%	-13%	0%	17%	-5%	-8%	-4
CCCCCN1CC(=O)N2[C@@H](Cc3c([nH]c4ccccc34)C2(C)C)C1=O	-2%	-21%	?	-19%	-4%	6%	-2%	-11%	-5
CN(C(=O)c1cccc(NC(=O)Cc2cccc(NC(=O)C3CCN(C(=O)C4CC4)CC3)c2)c1)C1CCC1	1%	-20%	0%	8%	-5%[38.3 µM]	11%	-3%	-9%	-1
CCN(CC)C(=O)/C(=C\c1ccc2c(c1)OCO2)NC(=O)c1ccc(Br)cc1	-5%	-22%	-9%	0%[57.1 µM]	-1%	-9%	-1%	-3%	3
O=[N+]([O-])c1cc(S(=O)(=O)N2CCOCC2)ccc1NS(=O)(=O)c1ccccc1	2%	-11%	6%	?	7%	4%	-3%	-9%	-9
CC(=O)Oc1ccc(NC(=O)CCC2CCCCC2)c(C(=O)O)c1	2%	-5%	-5%	7%	8%	-5%	3%	19%	0
COc1cccc(-n2c(SCC(=O)Nc3cccc(C)c3)nc3c([nH]c4ccccc43)c2=O)c1	-7%	-32%	-5%	48%[activator][57.1 µM]	1%	-6%	-3%	13%[57.1 µM]	-4
O=C(Cc1n[nH]c(=O)c2ccccc12)OCC(=O)c1ccccc1	-1%	-20%	5%	20%	3%	19%	-2%	1%	-14
CS(=O)(=O)N1CCN(c2ccc([N+](=O)[O-])cc2C(F)(F)F)CC1	2%	-14%	2%	-6%	10%	-37%	0%	-3%	11
COc1ccccc1C=NNC(=O)NN=Cc1ccccc1OC	-18%	-26%	2%	-4%	0%	-40%	12%	-7%	-3
Cc1nc(N2CCOCC2)c2c(C(=O)N(C)Cc3ccccc3)c(C)oc2n1	8%	-14%	3%	11%	19%	16%	-4%	-3%	0
N#CCCn1cc(C(=O)Nc2ccccn2)c(-c2ccccc2)n1	2%	-17%	3%	7%[57.1 µM]	2%	-25%	-4%	6%[57.1 µM]	2
CCOC(=O)c1cnn(CC2CCCCC2)c1N	-3%	-22%	1%	-19%	5%	5%	8%	-2%	-5
CCOc1ccccc1C1CC(=O)Nc2c1c(=O)n(C)c1ncnn21 (stereo not given)	2%	-15%	5%	17%[11.4 µM]	11%	34%	-4%	-3%	1
CC1CC(C)CN(C(=O)Cn2cc(C=O)c3ccccc32)C1 (stereo not given)	-3%	-7%	-6%	6%	-9%	46%[11.4 µM]	-1%	-7%	-7
O=C(CN1CCSc2ccccc21)NCc1ccccc1F	-6%	-28%	-4%	22%[57.1 µM]	10%	-30%	-1%	4%[57.1 µM]	1
Cc1cccc(C)c1NC(=O)COC(=O)CCc1c[nH]c2ccccc12	1%	-9%	7%	12%	0%	2%	-7%	-8%	-19
Cc1ccc(S(=O)(=O)N(C)C[C@@H]2Oc3ccc(NC(=O)Nc4cccc5ccccc45)cc3C(=O)N([C@H](C)CO)C[C@H]2C)cc1	-6%	-35%	4%	13%[57.1 µM]	-17%	-23%	-4%	4%[57.1 µM]	4
COc1cccc(CNC(=O)c2sc3nc4n(c(=O)c3c2C)CCC4)c1	2%	7%	-2%	19%	13%	1%	-3%	8%	-1
COc1ccc(O)c(C(=O)c2cc(SCC(=O)O)c3nc4sc5c(c4c(=O)n3c2)CCCC5)c1	-5%	-8%	-13%	-13%	-20%	?	1%	-3%	3
COCc1cc(C)nc(SCC[N+](C)(C)CC(=O)Nc2cccc(C(F)(F)F)c2)c1C#N	-4%	-3%	0%	13%[57.1 µM]	4%	-11%	-6%	-7%	0
COc1cc(/C=C/C(=O)N2CCCC2)cc(OC)c1OC	-3%	-19%	0%	12%	0%	-13%	0%	14%	-1
CCOc1ccccc1Nc1cc(C)nc2nnnn12	1%	-4%	-7%	-13%[57.1 µM]	-7%	9%	-3%	-7%[57.1 µM]	-4
CC1(C)CC(=O)C2=C(C1)OC(N)=C(C#N)C2CCc1ccccc1 (stereo not given)	1%	-2%	-16%	1%[57.1 µM]	2%	-12%	0%	10%[57.1 µM]	-1
COc1ccc(CNC(=O)CSc2nnc3c(n2)[nH]c2ccc(F)cc23)cc1	0%	-6%	9%	12%	3%	-14%	1%	1%	-2
CCCCC(=O)Nc1nnc(SCC(=O)Nc2ccc(OC)cc2)s1	0%	-2%	-23%	-5%	2%	12%	-5%	-10%	-8
COc1cccc2cc(C(=O)N3CCN(c4ncccn4)CC3)c(=O)oc12	4%	-11%	2%	16%[57.1 µM]	3%	-31%	4%	7%[57.1 µM]	2
O=C(Nc1ccc(S(=O)(=O)Nc2ncccn2)cc1)c1cccnc1	2%	-18%	2%	-13%	2%	-24%	7%	-8%	-2
Cc1c(CCC(=O)O)c(=O)oc2cc(OCc3ccc(Br)cc3)ccc12	2%	-22%	3%	19%	11%	5%	2%	168%[activator]	1
CC1CC(C)CN(C(=O)COC(=O)c2ccc3c(c2)OCCO3)C1 (stereo not given)	2%	?	-4%	8%[2.29 µM]	-1%	4%	1%	7%[57.1 µM]	-3
COc1cccc(C(=O)N(Cc2ccco2)c2ccccn2)c1	-1%	1%	0%	0%	5%	8%	7%	-1%	1
CN(C)S(=O)(=O)c1ccc(NC(=O)CSc2ncnc3ccccc23)cc1	-18%	-5%	2%	23%[57.1 µM]	-1%	26%	-7%	11%[57.1 µM]	-7
CCOc1ccc(NC(=O)C(c2ccccn2)N(C(=O)CCl)c2ccc(F)cc2)cc1 (stereo not given)	-1%	-8%	-7%	-28%	0%	-5%	4%	-1%	2
Cc1cc(C)nc(SCC(=O)Nc2ccc(S(=O)(=O)N3CCCCC3)cc2)n1	-8%	-11%	2%	10%	-1%	3%	-2%	-4%	-8
O=C(COc1cccc(NC(=O)c2ccccc2)c1)c1ccccc1	2%	-10%	-6%	-12%	-7%	19%[11.4 µM]	11%	-11%	-7
CCOC(=O)C1C(c2ccc(O)c(OC)c2)NC(=S)NC1(O)C(F)(F)F (stereo not given)	3%	-21%	0%	-18%	6%	-39%	0%	-5%	-2

Of the compounds above, these have two or more sulfur atoms:
SMILES	Vif-A3G inh	USP1 inh	Vif-A3F inh	TrxR1 inh	IDH1 R132H inh	RGS4 inh	GRP78 ERSR act	TrxR1 substrate	LDHA block
NS(=O)(=O)c1ccc(NC(=O)COC(=O)/C(=C/c2cccs2)c2cccs2)cc1	-3%	-24%	-9%	4%	17%	-12%[56.9 µM]	-2%	-2%	-2
O=[N+]([O-])c1cc(S(=O)(=O)N2CCOCC2)ccc1NS(=O)(=O)c1ccccc1	2%	-11%	6%	?	7%	4%	-3%	-9%	-9
COc1ccc(O)c(C(=O)c2cc(SCC(=O)O)c3nc4sc5c(c4c(=O)n3c2)CCCC5)c1	-5%	-8%	-13%	-13%	-20%	?	1%	-3%	3
CCCCC(=O)Nc1nnc(SCC(=O)Nc2ccc(OC)cc2)s1	0%	-2%	-23%	-5%	2%	12%	-5%	-10%	-8
CN(C)S(=O)(=O)c1ccc(NC(=O)CSc2ncnc3ccccc23)cc1	-18%	-5%	2%	23%[57.1 µM]	-1%	26%	-7%	11%[57.1 µM]	-7
Cc1cc(C)nc(SCC(=O)Nc2ccc(S(=O)(=O)N3CCCCC3)cc2)n1	-8%	-11%	2%	10%	-1%	3%	-2%	-4%	-8
